GlmU inhibition: inhibition of mycobacterial GlmU enzyme – biochemical, glucosamine-1-phosphate acetyltransferase (AID 1376) | 220,000 tested, 0.25% active | M. tuberculosis GlmU acetyltransferase enzyme assay; higher % means a stronger effect | one-dose inhibition, %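 (tested at 30 µM in the primary screen)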; IC50 in µM for titrated hits; in the data active = inhibition above about 13%;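 also: 0% = complete reaction with vehicle and 100% = reaction without substrate; strong numbers were not always called active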
Mtb RmlCD inh: inhibitors of Mycobacterium tuberculosis RmlC and RmlD coupled enzymes | P9WH09+P9WH11 | RmlC+RmlD coupled enzyme assay, percent inhibition; primary screen in compound mixtures | inhibition, % at 3.6 µM | 160,000 tested, 0.03% active | AID 1533; in the data active = inhibition mostly above about 34%, no sharp cut-off; also: some results filed as inactive read as strong as hits
Target sequence (P9WH09 whole entry, looked up): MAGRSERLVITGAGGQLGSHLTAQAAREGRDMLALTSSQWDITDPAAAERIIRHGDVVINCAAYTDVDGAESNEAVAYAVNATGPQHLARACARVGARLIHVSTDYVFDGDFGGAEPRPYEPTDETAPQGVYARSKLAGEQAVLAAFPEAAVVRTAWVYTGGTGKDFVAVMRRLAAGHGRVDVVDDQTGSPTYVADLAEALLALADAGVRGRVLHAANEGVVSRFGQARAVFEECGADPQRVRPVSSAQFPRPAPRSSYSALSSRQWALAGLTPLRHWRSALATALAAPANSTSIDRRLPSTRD
Target sequence (P9WH11 whole entry, looked up): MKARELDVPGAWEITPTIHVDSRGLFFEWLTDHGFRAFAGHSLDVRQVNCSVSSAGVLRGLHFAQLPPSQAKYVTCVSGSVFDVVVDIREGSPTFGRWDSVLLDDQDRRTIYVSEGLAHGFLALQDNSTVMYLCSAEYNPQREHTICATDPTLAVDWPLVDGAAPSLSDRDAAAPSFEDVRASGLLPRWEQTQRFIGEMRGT
Numbers without * were called inactive; nt = no result given. Not all compounds are listed; the hit share may differ from the screen's.

SMILES	GlmU inhibition	Mtb RmlCD inh
Cc1c(N=Nc2c(O)[nH]c(=O)[nH]c2=O)c(=O)n(-c2ccccc2)n1C	-0.4%	1
COC(=O)C(O)(c1ccc(NC(=O)Oc2ccccc2)cc1)C(F)(F)F (stereo not given)	-2.5%	-10
O=C(Nc1ccccc1C(F)(F)F)N1CCCC(O)C1 (stereo not given)	-3.6%	3
CC1CC(=O)c2cnc(N3CCOCC3)nc2C1 (stereo not given)	4.9%	0
O=C(Oc1ccc(N(Cc2cccs2)C2=NS(=O)(=O)c3ccccc32)cc1)c1ccco1	2.1%	nt
O=C(NCc1ccncc1)C(=O)N/N=C/c1ccccn1	1.6%	22
CCOC(=O)C1=CN(Cc2ccc(OC)cc2)C=C(C(=O)OCC)C1c1cccs1	1.1%	4
C/C(=N/NC(=O)c1ccoc1C)C12CC3CC(CC(C3)C1)C2	0.8%	1
O=C(CCc1ccc(S(=O)(=O)NCCc2ccccc2)cc1)NCc1ccc2c(c1)OCO2	1.6%	-3
CC(C)OC(=O)c1sc2nc3c(cc2c1N)C(=O)CCC3	nt	1
Cc1ccc(-c2nc3ccccc3c(=O)n2-c2ccc(O)cc2)cc1	5.1%	-14
CC(=O)Nc1nonc1NC(=O)c1ccc(F)cc1	2.9%	nt
CCOC(=O)c1ccc(NC(=O)c2c(C)[nH]c(C(=O)OCC)c2C)cc1	3.4%	-7
CCCS(=O)c1nc(C)cc(C)c1S(C)(=O)=O (stereo not given)	-0.7%	3
Cn1c(NC(=O)c2cc(Cl)ccc2Cl)cc(=O)n(C)c1=O	-0.4%	10
CCN1CCCC1Cn1cnc2c([nH]c3ccc(Cl)cc32)c1=O (stereo not given)	4.6%	nt
COc1ccc(N2CCN(C(=O)CCCC3=NS(=O)(=O)c4ccccc4N3)CC2)cc1	0.3%	9
CN(C)C(=O)C1C2NC(=S)N(c3ccccc3)C1(C)Oc1ccccc12 (stereo not given)	5.3%	10
O=C(CCCCCN1C(=O)C2C3C=CC(C3)C2C1=O)Nc1nccs1 (stereo not given)	-0.1%	-3
CCCCn1c(O)c(N=NC(=O)c2ccco2)c2ccccc21	10%	nt
CC(=O)Nc1ccc(C)c(NS(=O)(=O)c2cccc(C(F)(F)F)c2)c1	1.7%	7
COc1cccc(NP(=O)(Oc2ccccc2Cl)Oc2ccccc2Cl)c1	0.0%	11
Cc1ccc(-n2ccc(-c3nn(-c4ccccc4)ccc3=O)n2)cc1	0.8%	9
COc1ccc(N(C(C)=O)C2C=CS(=O)(=O)C2)c(OC)c1 (stereo not given)	6.3%	nt
CCOc1ccc(OCCSc2nnnn2-c2ccccc2)cc1	-0.9%	nt
CCOC(=O)C(CC)Sc1nnc2cc(C)c3ccccc3n12 (stereo not given)	2.7%	nt
CCc1nc(N2CCC3(CC2)OCCO3)c2nnn(Cc3ccccc3)c2n1	2.2%	18
CCn1c(=O)cc(OCC(=O)N2CCc3ccccc32)c2ccccc21	5.2%	-7
COc1ccc(S(=O)(=O)N(Cc2ccccc2)Cc2nc3ccccc3c(=O)[nH]2)cc1	-0.4%	0
CC(=O)c1ccc(NC(=O)C2CCC(C)(C(=O)O)C2(C)C)cc1 (stereo not given)	-4.2%	-2

Of the compounds above, these have a halogen.
SMILES	GlmU inhibition	Mtb RmlCD inh
COC(=O)C(O)(c1ccc(NC(=O)Oc2ccccc2)cc1)C(F)(F)F (stereo not given)	-2.5%	-10
O=C(Nc1ccccc1C(F)(F)F)N1CCCC(O)C1 (stereo not given)	-3.6%	3
CC(=O)Nc1nonc1NC(=O)c1ccc(F)cc1	2.9%	nt
Cn1c(NC(=O)c2cc(Cl)ccc2Cl)cc(=O)n(C)c1=O	-0.4%	10
CCN1CCCC1Cn1cnc2c([nH]c3ccc(Cl)cc32)c1=O (stereo not given)	4.6%	nt
CC(=O)Nc1ccc(C)c(NS(=O)(=O)c2cccc(C(F)(F)F)c2)c1	1.7%	7
COc1cccc(NP(=O)(Oc2ccccc2Cl)Oc2ccccc2Cl)c1	0.0%	11

Next section.
SMILES	GlmU inhibition	Mtb RmlCD inh
COc1ccccc1-c1cc(C(F)(F)F)nc(NCc2cccs2)n1	0.3%	-11
CCc1oc(C(=O)O)cc1COC	-0.3%	11
O=C(c1cccc(C(F)(F)F)c1)N1CCC(O)(CS(=O)(=O)Cc2ccc(Cl)cc2)CC1	1.7%	-8
O=S(=O)(NCC(Nc1ccc(Cl)cc1)c1ccccc1)c1ccc(Cl)cc1 (stereo not given)	1.0%	0
CCc1ccc(NC(=S)Nc2cc(OC)c(NC(=O)C(C)C)cc2OC)cc1	2.4%	-15
CC(=O)NN1C(=O)c2ccccc2NC1c1cccnc1 (stereo not given)	4.6%	2
CC(C)(C)c1ccc(/C=N/NC(=O)Cc2c[nH]c3ccccc23)cc1	-6.0%	nt
S=c1[nH]nc(-c2ccco2)n1/N=C/c1ccccc1	6.9%	3
COC(=O)c1c(C)c[nH]c1C	nt	7
Cc1ccc(N/N=C/c2cccnc2)cc1	6.7%	-9

Brought forward from above: three compounds; new compounds follow.
SMILES	GlmU inhibition	Mtb RmlCD inh
S=c1[nH]nc(-c2ccco2)n1/N=C/c1ccccc1	6.9%	3
COC(=O)c1c(C)c[nH]c1C	nt	7
Cc1ccc(N/N=C/c2cccnc2)cc1	6.7%	-9
O=C(NN(c1ccccc1)c1ccccc1)c1ccc([N+](=O)[O-])o1	-3.5%	3
CCN(c1ccccc1)S(=O)(=O)c1ccc(Cl)c(NC(=O)CN2CCCCCC2)c1	0.5%	36
Cc1cc(=O)[nH]c(SCCCOc2ccccc2Cl)n1	1.9%	nt
C/C(=N\O)C(=O)NCc1ccccn1	-0.3%	-9
O=C(c1cccs1)N1CCN(c2ccccc2)CC1	-0.1%	5
CC(=O)N1N=C(c2cccc(NS(C)(=O)=O)c2)CC1c1cccs1 (stereo not given)	1.8%	-13
COc1cc(/C=C/CN2CCC(CO)(CC3CCCCO3)CC2)ccc1O (stereo not given)	-0.9%	-9
CC(=O)Nc1ccc(S(=O)(=O)N2CCN(C(=O)N3CCCCCC3)CC2)cc1	-0.2%	9
Cc1cc(/C=C2/SC(=S)N(c3cccc(C(F)(F)F)c3)C2=O)c(C)n1-c1cccnc1	-5.8%	nt
Cc1cccc(C)c1NC(=O)CN1C(=O)S/C(=C\c2cccn2-c2cccc(C(=O)O)c2)C1=O	-1.4%	nt
O=c1[nH]c(=S)c2ncn(-c3ccccc3)c2[nH]1	0.3%	-9
Cc1nn(C)c(C)c1CN(C)C(=O)C1(C)CC1(Br)Br (stereo not given)	6.7%	2
CCc1nc2ccccc2c(=O)n1-c1cccc(OC)c1	-6.1%	13
O=c1oc2ccccc2c2c1nc(C(F)(F)F)n2-c1ccccc1	-0.1%	13
CCn1c(CNC(=O)COc2ccc(C(C)C)cc2)nnc1SCC(=O)Nc1ccccc1C(C)C	0.3%	-9
CCOC(=O)C1CCCN(C(=O)Cn2sc3nc(C)cc(C)c3c2=O)C1 (stereo not given)	13%	-9
CCc1nnc(N/N=C/c2cccs2)n1N	0.2%	5
Cc1ccc(C)n1-c1ccncc1	-3.4%	nt
CC(NC(=O)Nc1ccc2c(c1)OCO2)c1ccncc1 (stereo not given)	4.4%	0
Cn1cc2c([N+](=O)[O-])cc([N+](=O)[O-])cc2n1	0.8%	-10
Cn1c(=O)c2c(=O)cc(NNC(=O)CC#N)[nH]c2n(C)c1=O	1.3%	-6
C=CCN1C(=O)/C(=C/c2ccsc2)SC1=S	-3.5%	4
Clc1ccc(Oc2cnns2)c(Cl)c1	-1.1%	nt
COC(=O)c1nn(-c2cccc(C(F)(F)F)c2)c(=O)cc1Sc1ccccn1	-3.4%	nt
COc1ccc(-c2noc(C(C)n3nc(C)c([N+](=O)[O-])c3C)n2)cc1OC (stereo not given)	0.6%	6
COc1cc(C(=O)N/N=C/c2sc(N3CCOCC3)nc2-c2ccccc2)cc(OC)c1OC	-0.3%	-12
CCOC(=O)C(CC)Sc1cc(C)nc2ccc(OC)cc12 (stereo not given)	-0.2%	nt
C=CCc1ccc(OCCCCN2CC(C)CC(C)C2)c(OC)c1 (stereo not given)	-2.5%	0
Cc1cc(OCC(=O)N2CCOCC2)c(C(C)C)cc1Cl	5.5%	nt
C/C(=N\Nc1nnc(C)c(=O)[nH]1)C(=O)O	-3.3%	0
Fc1ccc(COc2cccc(CNCc3ccncc3)c2)cc1	-2.6%	-4
COc1ccc(C(=O)C2CCCN(C(=O)c3cccnc3OC)C2)c(C)c1 (stereo not given)	4.2%	nt
COc1ccc(C(=O)NN2CC(O)=C(c3nc4ccccc4n3C)C2=N)cc1OC	-2.9%	4
COc1ccccc1N(C(=O)CCl)c1cn(C(C)=O)c2ccccc12	2.6%	11
O=C(c1cc(-c2ccccc2)on1)N1CCc2ccccc2C1	5.8%	5
S=C(c1cccs1)N1CCCC1	3.4%	-12
C#CCn1c(=NC(=O)c2cc(-c3cccs3)nc3ccccc23)sc2cc(S(N)(=O)=O)ccc21	3.4%	-13
Cc1ccc(C)c(NC(=S)N2CCN(CCO)CC2)c1	2.4%	-12
COc1ccccc1OCC(=O)NCc1ccco1	2.4%	nt
CC(C)=C(NC(=O)c1ccccc1Br)C(=O)NCCc1nc2ccccc2[nH]1	7.7%	-2
COc1ccccc1NC(=O)C(C)NS(=O)(=O)c1ccc(F)cc1 (stereo not given)	1.4%	nt
COc1ccc(Cn2c(CCC(=O)Nc3ccc(C)cc3)nc3cccnc32)cc1	-3.1%	-8
CCN(Cc1ccccc1)C(=O)C1CCN(Cc2ccc(SC)cc2)CC1	5.7%	4
c1ccc(-c2nc3c([nH]2)CCc2nonc2-3)cc1	4.4%	-7
O=C1CCc2nc3ccccc3c(=O)n2N1	-2.4%	nt
CCn1c(CNc2nc(-c3ccccc3)cs2)nnc1SCC(=O)NCc1ccco1	0.4%	-14
COc1ccccc1CNC(=O)CSc1ccccc1	0.3%	nt
Nn1c(Nc2ccccc2)nc2sc3c(c2c1=O)CCCC3	-1.7%	24
CNC(=O)Nc1ccc(Cl)cc1	1.2%	41
CCN(CC)CCCn1c(=S)[nH]c2ccc(Cl)cc2c1=O	7.5%	4

Going on with the list.
SMILES	GlmU inhibition	Mtb RmlCD inh
Nc1ccc2oc3ncccc3c(=O)c2c1	1.4%	nt
CC1CN(C(=O)CSc2ncnc3sccc23)CC(C)O1 (stereo not given)	0.1%	6
Cc1[nH]n(-c2cccc(Cl)c2)c(=O)c1C=NCc1ccco1	7.8%	-14
COc1ccc2nc(NC(=O)CCc3cc(OC)c(OC)c(OC)c3)sc2c1	-0.4%	-3
CCC1SC(N)=NC1=O (stereo not given)	-2.7%	15
CCN(c1ccccc1)S(=O)(=O)c1ccc(Cl)c(NC(=O)CSc2n[nH]c(N)n2)c1	-1.2%	-9
CC(Cc1ccccc1)NC(=O)c1ccc([N+](=O)[O-])cc1 (stereo not given)	-1.0%	9
COc1ccc([N+](=O)[O-])cc1N(CC(=O)N1CCOCC1)S(C)(=O)=O	1.4%	-8
COc1ccc(/C=N/Nc2nc3ccccc3c(=O)n2-c2ccccc2)cc1OC	4.4%	-10
O=C(COC(=O)C1CC(=O)N(Cc2ccccc2)C1)Nc1ccc2c(c1)OCO2 (stereo not given)	7.7%	-5
O=C(NCc1ccc(Cl)cc1)c1ccc(-c2ccccc2C(F)(F)F)o1	0.7%	nt
Cc1cc(Cl)c(OCCCN(C)C)c(Br)c1	2.1%	-15
COc1ccc(C(=O)NC(C)c2ccccc2)cc1Br (stereo not given)	0.9%	-9
O=C(c1ccco1)N(CCC(c1ccccc1)c1ccco1)Cc1ccccc1 (stereo not given)	4.9%	-8
CC(C)CCN1CCNC(=O)C1CC(=O)Nc1ccc(F)cc1 (stereo not given)	2.1%	nt
C=CCNC(=S)NNC(=O)c1cccn(Cc2ccc(Cl)c(Cl)c2)c1=O	-3.5%	-10
COCCNC(=O)/C(C#N)=C/c1cc(C(C)C)c(OC)cc1C	1.5%	-4
CC(OC(=O)CCCCCN=C1NS(=O)(=O)c2ccccc21)C(=O)Nc1cc(Cl)cc(Cl)c1 (stereo not given)	-6.1%	-9
COc1ccc(N2CCN(CCNC(=O)CCN3C(=O)COc4ccccc43)CC2)cc1	3.3%	4
O=C(NCc1ccc2c(c1)OCO2)NC12CC3CC(CC(C3)C1)C2	0.0%	-1
O=C1CCc2cc(S(=O)(=O)N3CCN(Cc4ccc5c(c4)OCO5)CC3)ccc2N1	-1.1%	-6
CCOC(=O)COc1ccc(C(=O)CC)cc1OC	2.0%	27
CCOC(=O)C(Cc1ccccc1)NC(=O)CNC(C)=O (stereo not given)	-3.1%	nt
CCOC(=O)c1cc(-c2ccccc2)nn1CC1CC(c2cccc([N+](=O)[O-])c2)=NO1 (stereo not given)	-3.1%	nt
Cc1ccc(Nc2nc(-c3ccccc3)c(CC(=O)O)s2)cc1	-0.5%	7
COc1ccc(C(NC(=O)C(C)C)c2c(O)ccc3ccccc23)cc1 (stereo not given)	-4.3%	-6
CC(=O)c1cc2c(=O)c3cc(C)ccc3oc2nc1C	3.3%	40
CCOC(=O)c1c(C)nc2ccc(Cl)cc2c1-c1ccccc1	-0.4%	4
COC(=O)c1ccc(C(=O)OC)c(NC(=O)CN(c2ccc3c(c2)OCO3)S(C)(=O)=O)c1	3.4%	0
